LMPTP block = LMPTP (human) inhibition; P24666; recombinant LMPTP-A, OMFP fluorogenic substrate, fluorescence intensity; inhibition, % at 20 µM; 360,000 compounds, 0.22% hits; AID 651560;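 active = compounds that cut the enzyme signal by at least half of the control window in the single-dose screen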;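 also: plate controls were DMSO wells with enzyme plus substrate for no effect and substrate without enzyme for full effect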
Target sequence (P24666 whole entry, looked up): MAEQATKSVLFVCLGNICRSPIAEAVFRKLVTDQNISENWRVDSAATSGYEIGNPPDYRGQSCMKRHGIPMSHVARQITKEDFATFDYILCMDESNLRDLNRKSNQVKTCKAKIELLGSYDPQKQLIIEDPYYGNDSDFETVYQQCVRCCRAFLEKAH
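Test system: LMPTP-A, protein tyrosine phosphatase of low molecular weight; Input: 0.625 nM enzyme; Incubation: 50 min dark incubation at room temperature; Signal: endpoint fluorescence intensity from OMFP dephosphorylation; Read-out basis: % inhibition versus control wells.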
SKN-1 inh = inhibitors of C. elegans SKN-1. C. elegans VP596 Pgst-4::GFP/RFP ratio, acrylamide-induced, 24 h. inhibition, % at 21.8 µM. 360,000 compounds, 0.49% hits. AID 624304;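 active = interference check ratio from 0.5 to 1.5 plus GFP to RFP signal ratio inhibition reaching or exceeding a fixed threshold, cut at about 30% in these data, passing the limit was not always enough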; also: some compounds called inactive have numbers as strong as hits
NRP1-CendR mod = NRP-1/CendR interaction modulation | O14786 | FAM-RPARPAR peptide binding to NRP-1, fluorescence polarization | inhibition, % at 25 µM | 360,000 compounds, 0.85% hits | AID 602438;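 active = inhibition or corrected inhibition above about 18%, plus a signal ratio from 0.5 to 1.5, limit read from the data, passing the limit was not always enough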; also: strong numbers were not always called active
DNMT1 inh = DNMT1 (human) enzyme inhibition; 360,000 compounds, 0.83% hits; P26358; inhibition (reported as % activation of signal), % at 10 µM; DNMT1 molecular beacon, Hinp1I cleavage, fluorescence; in the data active = inhibition above about 50%
STEP block = inhibitors of human striatal-enriched phosphatase STEP. P54829. recombinant STEP, OMFP fluorogenic substrate, fluorescence. inhibition, % at 20 µM. 360,000 compounds, 0.25% hits;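 active = inhibition at 20 µM, scaled per plate between control wells, above about 37%, limit read from the data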;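 also: 0% = DMSO with enzyme and substrate and 100% = substrate only without enzyme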
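Material: STEP (striatal-enriched tyrosine phosphatase) enzyme, cell-free; Compound dosing: 20 µM single dose in 1% DMSO; Technique: fluorescence read at 480 nm ex / 540 nm em; Times: reaction 20 min, ambient temperature; Medium: 50 mM Bis-Tris pH 6.0 with 2.5 mM DTT and 0.005% Tween 20; Also added: OMFP at 25 µM.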
SUMO1 PPI mod = SUMO1-SIM interaction modulation. P63165. SUMO1 binding to a labelled peptide, TR-FRET, 1 h. 360,000 compounds, 0.33% hits. inhibition, % at 20 µM; in the data active = inhibition above about 37%
Target sequence (P63165 whole entry, looked up): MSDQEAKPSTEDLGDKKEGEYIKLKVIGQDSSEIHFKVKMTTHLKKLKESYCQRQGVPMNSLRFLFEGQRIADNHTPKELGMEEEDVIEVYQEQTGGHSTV
MT1-MMP act inh = MT1-MMP (human) activation inhibition | 360,000 compounds, 0.061% hits | P50281 | AID 651647 | GFP/RFP ratio change, % at 20 µM | HT1080 RFP-PRO-GFP cells, GFP/RFP ratio fluorescence, overnight; percent of plate control window, DMSO zero;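 active = GFP/RFP ratio change of at least 30% with cell ATP level not reduced by more than half and red fluorescence within 50% of control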; also: strong numbers were not always called active
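system = RFP-PRO-GFP reporter HT1080 cells | dosing = 20 µM single dose, 1% DMSO | timing = overnight cell settling, then overnight compound exposure, 37 °C, 5% CO2 | read-out basis = GFP/RFP fluorescence ratio | controls = DMSO and RFP-L50D-GFP cell wells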
Scp1 inh = Scp-1 (human) phosphatase inhibition. 340,000 compounds, 0.88% hits. Recombinant Scp1, phosphopeptide, malachite green phosphate absorbance. inhibition, % at 20 µM;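 active = inhibition above about 50% at 20 µM, limit read from the data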;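 also: plate controls were DMSO wells with enzyme for no effect and wells lacking enzyme for full effect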
Target sequence (Q9GZU7 76-261 limits assumed): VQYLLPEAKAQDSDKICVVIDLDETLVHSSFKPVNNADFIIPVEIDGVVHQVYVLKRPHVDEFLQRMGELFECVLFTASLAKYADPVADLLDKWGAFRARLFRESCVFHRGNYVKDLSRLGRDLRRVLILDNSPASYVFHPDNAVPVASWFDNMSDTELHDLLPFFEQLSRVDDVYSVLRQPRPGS
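System: SCP-1 catalytic domain; Reagent: Phospho 17-mer peptide substrate; Doses: one concentration, 20 µM, with 1.0% DMSO; Incubation: 45 min room-temperature reaction, 5 min colour, 30 min stabiliser; Signal: Phosphate-binding colour reagent, absorbance read at 630 nm.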
NadD inh = blocks S. aureus nicotinate mononucleotide adenylyltransferase. purified NadD enzyme, colorimetric absorbance read-out. inhibition, % at 20 µM. 360,000 compounds, 0.78% hits. AID 602399; in the data active = inhibition above about 26%; also: some compounds past the cut are filed as inactive
Rpn11 inh = inhibitors of human proteasome Rpn11; human 26S proteasome, Ub4-pepOG fluorescence polarization; 20S core pre-blocked with epoxomicin; calls only at 20 µM; 360,000 compounds, 0.59% hits; AID 588493;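 active = inhibition at 20 µM, scaled to each plate's controls, above about 33%, limit read from the data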
Target sequence (O00487 whole entry, looked up): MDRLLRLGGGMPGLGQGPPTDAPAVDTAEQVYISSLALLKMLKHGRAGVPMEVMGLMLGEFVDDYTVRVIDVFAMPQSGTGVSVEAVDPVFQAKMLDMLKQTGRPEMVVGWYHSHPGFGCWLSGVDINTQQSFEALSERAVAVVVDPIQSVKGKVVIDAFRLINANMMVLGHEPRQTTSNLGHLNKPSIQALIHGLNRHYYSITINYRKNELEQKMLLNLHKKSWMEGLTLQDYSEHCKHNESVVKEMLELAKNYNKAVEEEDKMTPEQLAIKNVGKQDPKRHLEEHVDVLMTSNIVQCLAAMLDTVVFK
* marks the source's active call; other numbers are inactive results; i = inactive; . = not tested or not shown. Not all compounds are listed; rates above refer to the full screens.

Sequence of screens: LMPTP block	SKN-1 inh	NRP1-CendR mod	DNMT1 inh	STEP block	SUMO1 PPI mod	MT1-MMP act inh	Scp1 inh	NadD inh	Rpn11 inh
> Clc1ccc(N2CC2c2ccncc2)cc1 (stereo not given)
  0.8	33	-4	-7	-1	-1	-5	-12	1	i
> Cc1cccc2nc(-c3ccccc3)c(-c3ccc(CN4CCC(n5c(=O)[nH]c6ccccc65)CC4)cc3)nc12
  8.6	13	4	.	.	-5	2	.	45*	.
> CCOC(=O)[C@]12Cc3cc(N(C)C)ccc3[C@H]1N(Cc1ccccc1)C(=O)c1ccccc12
  2.9	11	13	-14	4	9	-12	-5	3	i
> O=C(O)Cn1cc(C=C2C(=O)NC(=O)NC2=O)c2ccccc21
  0.1	-2	-21	5	3	-15	-6	5	-1	i
> Cc1cc(Br)cn2c(CC(=O)N3CCCCC3)c(-c3ccc(F)cc3)nc12
  -0.6	11	-6	.	.	-6	-3	.	-1	.
> C1CCC2CCCCC2C1 (stereo not given)
  -0.4	-11	-2	23	1	2	0	-6	3	i
> COC(=O)c1c(C)n(Cc2ccc3c(c2)OCO3)c2ccc(O)cc12
  1.6	-1	1	-11	2	0	-2	-3	-11	i
> CC(N)Cc1c[nH]c2ccc(Cl)cc12 (stereo not given)
  -1.1	20	2	1	-10	1	-1	-8	-5	i
> C=CC1CN2CCC1CC2C(O)c1ccnc2ccccc12 (stereo not given)
  0.0	8	12	1	-1	1	-2	-1	-1	i
> Cc1ccc(/C=C2\C(=O)NC(=O)N(CC3CCCO3)C2=O)s1 (stereo not given)
  0.6	-6	-13	7	1	2	3	11	10	i
> CCOC(=O)[C@]12Cc3cc(Cl)ccc3[C@H]1N(C)C(=O)c1cc(OC)ccc12
  -0.8	-7	-1	.	.	8	-16	.	-4	.
> CS(=O)(=O)c1ccc(C2=C(CNC(=O)c3nccs3)[C@H]3CC[C@@H](C2)N3Cc2ccco2)cc1
  -0.3	18	1	3	-1	5	0	.	7	i
> COC(=O)C(O)(c1ccc(N(C)S(=O)(=O)c2ccccc2)cc1)C(F)(F)F (stereo not given)
  -0.4	-6	-6	-5	-5	0	0	1	5	i
> COc1ccc(C(C)=O)cc1CC(C(=O)c1ccc(F)cc1)N(C)C (stereo not given)
  -0.5	-17	-9	1	1	2	-4	-1	-6	i
> N#CSCC(=O)N1c2ccccc2CCc2ccccc21
  -1.2	-1	-10	4	-1	-3	-14	10	-2	i
> O=C1NC(=O)[C@]2(Cc3ccccc3N3CCN(c4ccccc4)CC32)C(=O)N1c1ccccc1 (stereo not given in full)
  3.0	22	-3	-1	2	28	-10	-8	22	i
> CCOc1ccccc1N1C(=O)NC(=O)C(CCc2ccncc2)(CCc2ccncc2)C1=O
  8.2	-7	7	-5	6	0	3	-2	3	i
> CCOC(=O)c1c(C)c(P(=S)(N2CCOCC2)N2CCOCC2)n(C)c1C
  -2.8	-5	12	-5	4	-1	-2	-5	-5	i
> CC12C=CC(=O)C=C1CCC1C2C(=O)CC2(C)C(=O)CCC12 (stereo not given)
  -2.1	0	19	7	-2	1	3	-5	2	i
> C=CCn1c(O)c(/C=C2/C=CC=N2)c(=O)[nH]c1=O
  -2.1	-2	0	10	-2	-10	19	-2	-4	i
> CCN(N=Nc1nonc1OC)c1nonc1OC
  0.2	-1	-4	3	0	-3	3	-12	-3	i
> O=C1NCN(c2ccccc2)C12CCN(C(c1cc3ccccc3o1)c1nnnn1Cc1ccccc1)CC2 (stereo not given)
  4.0	3	16	-20	2	0	-3	.	24	i
> CC(=O)CC(c1ccccc1[N+](=O)[O-])c1c(O)c2ccccc2oc1=O (stereo not given)
  -4.1	-5	1	6	-2	-4	-1	-8	0	i
> c1ccc(C(c2ccccc2)c2ccncc2)cc1
  0.2	12	3	0	-3	5	-6	0	-1	i
> CC(=O)O[C@H]1CC[C@@]2(C)[C@H](C1)C(=O)C[C@H]1[C@@H]3CC[C@@H]4[C@@H](CN5C[C@@H](C)CC[C@H]5[C@@]4(C)O)[C@@H]3C[C@@H]12
  2.6	-12	5	1	-1	-1	1	5	-7	i
> CCN1CCN(C(=O)Cc2coc3cc(C)cc(C)c23)CC1
  -2.3	17	-3	3	0	0	12	5	5	i
> CCOC(C(=O)OCC(O)CN(CC)CC)(c1ccccc1)c1ccccc1 (stereo not given)
  -0.5	-5	-2	2	2	-4	5	-12	5	i
> Cc1ccc(-n2c(O)c(C=NCc3cccnc3)c(=O)[nH]c2=O)cc1C
  -1.4	2	-7	0	0	-3	1	16	3	i
> S=P(N1CCOCC1)(N1CC1)N1CC1
  -1.0	-1	8	-2	-2	-3	-3	-15	-1	i
> COC(=O)C1=C(c2c(C)noc2C)C[C@@H]2CC[C@H]1N2C(=O)NCc1ccc(C(F)(F)F)cc1
  -0.2	10	3	0	-1	-5	1	-2	-3	i

2 successive entries out of the list so far, for reference:
Sequence of screens: LMPTP block	SKN-1 inh	NRP1-CendR mod	DNMT1 inh	STEP block	SUMO1 PPI mod	MT1-MMP act inh	Scp1 inh	NadD inh	Rpn11 inh
> CCOc1ccccc1N1C(=O)NC(=O)C(CCc2ccncc2)(CCc2ccncc2)C1=O
  8.2	-7	7	-5	6	0	3	-2	3	i
> CCOC(=O)c1c(C)c(P(=S)(N2CCOCC2)N2CCOCC2)n(C)c1C
  -2.8	-5	12	-5	4	-1	-2	-5	-5	i

Next part
Sequence of screens: LMPTP block	SKN-1 inh	NRP1-CendR mod	DNMT1 inh	STEP block	SUMO1 PPI mod	MT1-MMP act inh	Scp1 inh	NadD inh	Rpn11 inh
> Cn1c(=O)cc(SCC(=O)N2CCC3(CC2)OCCO3)c2ccccc21
  -1.5	-16	10	3	-2	5	7	-5	-2	i
> CN(C)CCOC(=O)c1cn(Cc2ccccc2)c2ccccc12
  0.8	17	11	-1	-1	0	-3	-14	-5	i
> S=C(NC1CCCCC1)N1CCC(c2cnc[nH]2)CC1
  -4.1	2	8	-1	-1	4	0	-4	0	i
> O=c1[nH]c(=S)[nH]c(O)c1N=Nc1ccc(OC(F)F)cc1
  2.6	15	-9	-1	1	-21	7	-3	-5	i
> CCC(C)(O)C(=O)OC1C(=O)OC2CC3C(C)=CC(=O)C(O)C3(C)C3C4(O)OCC23C1C(C)C4O (stereo not given)
  0.7	26	10	6	-6	4	-41	15	0	i
> O=C1NCN(c2ccccc2)C12CCN(C(c1nnnn1C1CCCCC1)C1CC1)CC2 (stereo not given)
  1.8	13	10	-3	1	3	-2	.	7	i
> Cc1cccc(C(=O)Nc2ccc(Cl)cc2C(=O)c2ccccc2)c1
  1.5	9	2	-3	2	-4	-1	-10	-7	i
> O=P(c1ccccc1)(c1nc2ccccc2s1)N1CCOCC1 (stereo not given)
  -1.5	-11	6	9	-4	1	-5	5	0	i
> Cc1cc(Cl)ccc1OCC(=O)O
  -1.5	5	-12	0	5	16	1	-6	0	i
> CSc1ccc(CN2CCN(Cc3ccccc3Cl)CC2)cc1
  -1.5	-11	0	5	-1	-4	2	-12	-6	i
> COC(=O)C1=C(c2cccc(OC)c2OC)C[C@@H]2CC[C@H]1N2C(=O)NCCNC(C)=O
  -4.4	-7	10	6	-2	-2	-2	8	-9	i
> COc1cc(C(=O)N2C[C@H]3C[C@@H](C2)c2cccc(=O)n2C3)cc(OC)c1OC
  -1.6	-10	-1	4	-4	-3	1	4	4	i
> COc1ccc(C(=O)C2CCCN(Cc3ccc(C)s3)C2)cc1OC (stereo not given)
  0.4	-8	-9	-3	-2	3	0	-3	-3	i
> O=C1NC(=O)N(CCC2=CCCCC2)C(=O)/C1=C/c1cccs1
  2.2	6	-61	45	5	13	3	29	10	i
> COc1ccc(C(=O)O)cc1OC
  -1.2	-5	7	-5	-21	6	1	-4	1	i
> O=P(O)(O)Cc1c(Cl)cccc1Cl
  -0.2	-8	9	-6	0	0	5	3	-3	i
> Cc1ccc(S(=O)(=O)N2Cc3cc(-c4cccc(F)c4)ccc3-n3nncc3C2)cc1
  -1.7	10	-1	-8	2	5	11	.	2	i
> CN1CCN(c2ccc3c(c2)S(=O)(=O)c2ccccc2C3=O)CC1
  1.5	9	-6	9	-4	-34	-20	-11	0	i

Filtered by structure: the compounds so far with a Cl atom
Sequence of screens: LMPTP block	SKN-1 inh	NRP1-CendR mod	DNMT1 inh	STEP block	SUMO1 PPI mod	MT1-MMP act inh	Scp1 inh	NadD inh	Rpn11 inh
> Clc1ccc(N2CC2c2ccncc2)cc1 (stereo not given)
  0.8	33	-4	-7	-1	-1	-5	-12	1	i
> CC(N)Cc1c[nH]c2ccc(Cl)cc12 (stereo not given)
  -1.1	20	2	1	-10	1	-1	-8	-5	i
> CCOC(=O)[C@]12Cc3cc(Cl)ccc3[C@H]1N(C)C(=O)c1cc(OC)ccc12
  -0.8	-7	-1	.	.	8	-16	.	-4	.
> Cc1cccc(C(=O)Nc2ccc(Cl)cc2C(=O)c2ccccc2)c1
  1.5	9	2	-3	2	-4	-1	-10	-7	i
> Cc1cc(Cl)ccc1OCC(=O)O
  -1.5	5	-12	0	5	16	1	-6	0	i
> CSc1ccc(CN2CCN(Cc3ccccc3Cl)CC2)cc1
  -1.5	-11	0	5	-1	-4	2	-12	-6	i
> O=P(O)(O)Cc1c(Cl)cccc1Cl
  -0.2	-8	9	-6	0	0	5	3	-3	i
